AmpC det inh: AmpC beta-lactamase inhibition, detergent assay. P00811. purified AmpC, nitrocefin hydrolysis with detergent. AID 584. Potency, µM (doses to about 28.7 µM), inactives show top-dose activity change, negative = inhibition. actives 0.09% (n = 71,000); active = well fitted curve in the direction sought with a large enough effect
Target sequence (P00811 whole entry, looked up): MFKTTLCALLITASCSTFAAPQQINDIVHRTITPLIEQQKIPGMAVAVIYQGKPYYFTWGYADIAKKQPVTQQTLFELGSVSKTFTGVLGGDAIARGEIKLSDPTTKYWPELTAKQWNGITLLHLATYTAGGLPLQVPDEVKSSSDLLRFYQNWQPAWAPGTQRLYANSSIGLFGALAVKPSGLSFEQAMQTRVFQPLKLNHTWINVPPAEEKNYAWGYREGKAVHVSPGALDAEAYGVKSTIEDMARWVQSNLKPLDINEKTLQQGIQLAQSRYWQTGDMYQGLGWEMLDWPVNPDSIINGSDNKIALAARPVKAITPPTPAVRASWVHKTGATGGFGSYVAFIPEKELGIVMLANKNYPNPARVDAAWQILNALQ
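E. coli AmpC (5.3 nM) in 20 mM phosphate pH 7.0 with 0.01% Triton X-100, preincubated 15 min RT with compound; nitrocefin (2 uL of 800 uM stock) hydrolysis followed by 480 nm absorbance every 20 s over 4 min.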
Starred values were filed as active, the others as inactive; [ ] = dose if it differs, or a comment. % is set by controls: 0 for no effect and ±100 for the full control effect; potency is the fitted concentration of half-maximal effect. Only part of the results is shown; rates above refer to the full screens.

SMILES	AmpC det inh
O=C(c1ccco1)N1CCN(C(=O)c2oc(=O)c3ccccc3c2-c2ccccc2)CC1	5%
CC1=C(C)SC(=C(C#N)c2nnc(N3CCOCC3)n2-c2ccccc2)S1	-3%
CC(C)c1ccc(OC(=O)NCCO)cc1	-4%
Cn1nc(-c2ccc(N3CCOCC3)c(NC(=O)COc3ccccc3)c2)c2ccccc2c1=O	-4%
Cc1cccc(NC(=O)c2sc3nc(-c4ccccc4)cn3c2C)n1	0%
CN(CC(=O)N1CCN(C2CCCCC2)CC1)S(=O)(=O)c1cccc2nsnc12	-2%
C=CCn1c(SCC(=O)Nc2sccc2C(N)=O)nc2sc(C)c(C)c2c1=O	-1%
CCCCCCCCn1sccc1=O	11%
Cc1ccc(C2N(c3ccc(Cl)c(Cl)c3)C(=O)C3CCCN32)o1 (stereo unspecified)	-3%
CCCCCCn1c(NCC)nc2c1c(=O)[nH]c(=O)n2C	1%
CC1(C)NC(=O)N(CC(O)COc2ccc(-c3ccc(C#N)cc3)cc2)C1=O (stereo unspecified)	18%
Cc1cc(Cl)c(S(=O)(=O)N2CCSCC2)cc1OCC(N)=O	-8%

Quoted from the results shown for reference:
SMILES	AmpC det inh
O=C(c1ccco1)N1CCN(C(=O)c2oc(=O)c3ccccc3c2-c2ccccc2)CC1	5%
CC1=C(C)SC(=C(C#N)c2nnc(N3CCOCC3)n2-c2ccccc2)S1	-3%

New compounds follow:
SMILES	AmpC det inh
O=C(NCCc1ccccc1)c1cnc2sccn2c1=O	2%
CCCC(=O)Nc1ccc(NC(=O)CCc2ccccc2)cn1	0%
Cc1ccc(-n2nc3c(c2NC(=O)c2c(-c4ccccc4Cl)noc2C)CS(=O)(=O)C3)c(C)c1	-5%
COCCCNC(=O)c1cc2c(=O)n(C)c3ccccc3c2n1C	9%
CCOC(=O)N1CCN(c2ccc(Cl)c(Cl)c2)CC1	-2%
C=CCSC1=N/C(=C\C=C\c2ccco2)C(=O)S1	-9%
COc1ccc(C2CC(=O)NC3=C2C(=O)CCC3)cc1Cl (stereo unspecified)	-1%
Nc1ccc(C(=O)OCCCc2nc3ccccc3[nH]2)cc1	-1%
Cc1cccn2c(=O)c3cc(C#N)c(=O)n(Cc4cccnc4)c3nc12	-3%
COc1ccc(CCNC(=O)C2CCN(S(=O)(=O)N3CCOCC3)CC2)cc1OC	-1%
O=C(Nc1ccccc1N1CCOCC1)c1ccc(Br)o1	-3%
O=C(CSc1nnc(CNc2ccc(Cl)cc2)o1)Nc1nc2ccccc2s1	0%

Exported bar-delimited: part of the list above.
Compound | AmpC det inh
COCCCNC(=O)c1cc2c(=O)n(C)c3ccccc3c2n1C | 9%
CCOC(=O)N1CCN(c2ccc(Cl)c(Cl)c2)CC1 | -2%
C=CCSC1=N/C(=C\C=C\c2ccco2)C(=O)S1 | -9%
COc1ccc(C2CC(=O)NC3=C2C(=O)CCC3)cc1Cl (stereo unspecified) | -1%
Nc1ccc(C(=O)OCCCc2nc3ccccc3[nH]2)cc1 | -1%
Cc1cccn2c(=O)c3cc(C#N)c(=O)n(Cc4cccnc4)c3nc12 | -3%

More records
SMILES	AmpC det inh
COc1nnc(-c2ccc(C)c(S(=O)(=O)NCCO)c2)c2ccccc12	6%
CCNc1ncc2nc(-c3ccc(Cl)cc3)c(=O)n(C3CC3)c2n1	-1%
COc1cccc(CN2C(=O)CCC2(C)C(=O)NC2CCCCCC2)c1 (stereo unspecified)	-1%
N[C@@H](C(=O)O)[C@H](O)C(=O)O	-3%
CC(C)(C)NS(=O)(=O)c1ccc(NS(=O)(=O)c2ccc(F)cc2)cc1	-5%
CCOc1ccc(NC(=O)CN(c2cc(C)cc(C)c2)S(=O)(=O)c2c(C)noc2C)cc1	4%
CC(C)[C@@]1(NC(=O)[C@@H]2C=C3c4cccc5[nH]cc(c45)C[C@@H]3N(C)C2)O[C@]2(O)[C@H]3CCCN3C(=O)[C@H](Cc3ccccc3)N2C1=O	-1%
COc1ccc(C(CC(=O)O)NC(=O)COc2ccccc2)cc1 (stereo unspecified)	0%
Nn1c(SCC(=O)Nc2cccc(F)c2)nnc1C1CCCCC1	-4%
COC(=O)c1ccccc1NC(=O)CSc1ccccc1	1%
O=S(=O)(NCc1ccccn1)c1ccc(Br)s1	15%
Clc1ccc(CSC2=NCCN2)cc1Cl	-2%[5.75 µM]

Some values from the entries so far:
AmpC det inh, CC(C)[C@@]1(NC(=O)[C@@H]2C=C3c4cccc5[nH]cc(c45)C[C@@H]3N(C)C2)O[C@]2(O)[C@H]3CCCN3C(=O)[C@H](Cc3ccccc3)N2C1=O stands at -1%
AmpC det inh, COC(=O)c1ccccc1NC(=O)CSc1ccccc1 stands at 1%
AmpC det inh, Clc1ccc(CSC2=NCCN2)cc1Cl stands at -2%[5.75 µM]
AmpC det inh, CCOc1ccc(NC(=O)CN(c2cc(C)cc(C)c2)S(=O)(=O)c2c(C)noc2C)cc1 stands at 4%
AmpC det inh, COc1ccc(C(CC(=O)O)NC(=O)COc2ccccc2)cc1 (stereo unspecified) stands at 0%
AmpC det inh, Nn1c(SCC(=O)Nc2cccc(F)c2)nnc1C1CCCCC1 stands at -4%
AmpC det inh, CCNc1ncc2nc(-c3ccc(Cl)cc3)c(=O)n(C3CC3)c2n1 stands at -1%

Following part
SMILES	AmpC det inh
CC(=O)N(c1ccc(Br)cc1)C1C=CS(=O)(=O)C1 (stereo unspecified)	12%
O=c1cc(O)n(-c2ccccc2F)c(=S)[nH]1	-1%
O=C(NCc1ccc(N2CCCC2=O)cc1)c1cn(Cc2ccccc2)nn1	12%
COc1c(-c2ccccc2)oc2c(ccc3occc32)c1=O	-2%
O=C(c1ccccc1)N1CCN(C(=O)c2ccccc2Br)CC1	-1%
COc1cc2c(cc1OC)C(C(=O)NCCN1CCOCC1)C1c3ccccc3CCN1C2=O (stereo unspecified)	-5%
CC1CN(C(=O)CSc2nnc(-c3ccncc3)n2-c2ccccc2)CC(C)O1 (stereo unspecified)	-1%
CC(=O)Nc1c(C(=O)N2CCN(c3ncccn3)CC2)cnn1-c1ccccc1Cl	-1%
O=C(Nc1ccc(CN2CCOCC2)cc1)c1cccc(F)c1	-2%
CC(=O)N1CCc2cc(S(=O)(=O)NC3CCCc4ccccc43)ccc21 (stereo unspecified)	-3%
Cc1ccc(-c2nnn(CC(=O)N3CCN(c4ccccc4)CC3)n2)o1	6%
O=C(CSc1nnnn1-c1ccccc1)NC(=O)Nc1ccc2c(c1)OCCO2	-2%
COc1cc(NC(=O)C2CCCCN2)ccc1OCC(C)C (stereo unspecified)	-1%
COCCOC(=O)c1c(C)oc2ccc(NS(=O)(=O)c3ccc(C(=O)O)cc3)cc12	-4%
CCC1(CC)C(=O)NC(=O)NC1=NCCc1ccc(O)cc1	-2%
CCOC(=O)N1CCN(C(=O)Cn2c(=O)sc3ccccc32)CC1	-1%
CCn1cc(Br)c(C(=O)Nc2cccc(Cl)c2)n1	-5%
COc1ccc2[nH]c(O)c(NC(C)=O)c2c1	-3%
COc1ccc(NS(=O)(=O)c2cc(OC)ccc2NC(=O)c2cc(C)oc2C)cc1	-5%
Cc1cc(NC(=O)CCC(=O)N(CCC(C)C)C(C(=O)NC2CCCC2)c2cccnc2)no1 (stereo unspecified)	7%
CCN(CC)S(=O)(=O)c1cccc(-c2nnc(SCC(N)=O)n2CCc2ccccc2)c1	-2%
Cc1ccc(S(=O)(=O)CC(=O)N2CCCC2)cc1	-2%
COC(=O)Cn1c(C(=O)N(C)C)cc2c1C[C@H]1CN(C(=O)c3ccccc3)[C@@](Cc3ccc(F)cc3)(C(=O)OC)[C@@H]21	0%
CC1(C)Cc2c(sc3c2c(=N)n(Cc2ccco2)c(=O)n3Cc2ccc(Cl)cc2)CO1	-5%
O=C(Nc1ccc(O)cc1)c1ccc(C(=O)c2ccccc2)o1	-8%
O=c1oc2c(CN3CCOCC3)c(O)ccc2c2c1CCCC2	-1%
CCCCCn1c(SCC#N)nc2cc(C(=O)NCC3CCCO3)ccc2c1=O (stereo unspecified)	-3%
CC(C)c1c(O)nc(SCCC(=O)O)[nH]c1=O	0%
COc1cc(CN(C(=O)c2ccco2)c2ccc(C)cc2)ccc1O	-5%
O=C(O)C1C2CCC(C2)C1C(=O)Nc1nc2ccccc2s1 (stereo unspecified)	-2%
O=C(Cc1cccs1)Nc1ccccn1	-1%
COc1cc(CNC2CCC(C)C2)cc(OC)c1 (stereo unspecified)	-5%
CCCCC(=O)N(C)C	14%
O=C(Nc1nccs1)C1C2CC3OC(=O)C1C3C2 (stereo unspecified)	-2%
O=C(NC1CC1)c1cc2c(s1)-c1ccccc1OC2	7%
Cc1c(NC(=O)Cn2nc(C(F)(F)F)c3c2CCCC3)c(=O)n(-c2ccccc2)n1C	-4%
CN1CCN(CCCN)CC1	-4%[5.75 µM]
Cc1cccc(-c2nnc(NC(=O)c3ccc(Cl)cc3)o2)c1	-2%
COc1ccc(Oc2ncc3nc(-c4ccc(Cl)cc4)c(=O)n(C)c3n2)cc1	1%
O=C(OCC(=O)c1ccco1)c1ccc2ncsc2c1	0%
COc1cccc(C2=NOC(C(=O)NCCN3CCOCC3)C2)c1 (stereo unspecified)	-4%
O=C(O)c1cc(-c2ccccc2)nc2ccccc12	-2%
Fc1ccc(C(c2nnnn2Cc2cccs2)N2CCN(C3CCCC3)CC2)cc1 (stereo unspecified)	0%
CCN(C(C)=O)c1nnc(CSc2nc3ccccc3s2)s1	-3%
Cc1cccc(CNc2ncnc3ccc(-c4c(C)noc4C)cc23)c1	11%
CC(C(=O)O)n1nc2ccccc2n1 (stereo unspecified)	0%
CN(C(=O)C1CCN(S(=O)(=O)c2cccs2)CC1)C1CCCCC1	14%
CN1CCN(C(=O)c2cc3sccc3n2CC(=O)c2ccccc2)CC1	11%
CC(=O)c1c(C)[nH]c(C(=O)NCc2ccccc2Cl)c1C	9%
CCC(C)NC(=O)CS(=O)Cc1nc(-c2cccc(OC)c2)oc1C (stereo unspecified)	12%
FC(F)(F)c1cccc(Cl)c1	8%
CC(=O)N(Cc1cc(=O)[nH]c2ccccc12)c1cccc(C)c1	-1%
Cc1cc(C(=O)N2CCN(C(c3ccccc3)c3ccccc3)CC2)no1	-3%
COc1ccccc1CNC(=O)C1CCN(S(=O)(=O)N2CC(C)CC(C)C2)CC1 (stereo unspecified)	2%
CNC[C@H](O)c1ccc(OC(=O)C(C)(C)C)c(OC(=O)C(C)(C)C)c1	-1%[12.8 µM]
COc1cc(CN2CCC(C(=O)NC3CCCC3)CC2)ccc1O	-2%
COc1ccc(OC)c(NC2c3ccccc3C(=O)N2c2cccnc2)c1 (stereo unspecified)	13%
CCS(=O)(=O)N1CCCC(C(=O)NC2CCCCC2C)C1 (stereo unspecified)	-3%
COc1ccc(OC)c(C(c2nnnn2CCc2ccccc2)N2CCC(C(N)=O)CC2)c1 (stereo unspecified)	-3%
O=C(NCC1CCCO1)C(C(=O)c1ccccc1)n1ccccc1=O (stereo unspecified)	-1%
(cont.)
SMILES	AmpC det inh
COC(=O)c1cc(=O)n2c(-c3ccccc3)csc2n1	0%
CN(C)c1ccc(-c2noc(C3CCN(S(=O)(=O)c4ccc(C(=O)O)cc4)CC3)n2)cc1	-4%
CCOC(=O)Cc1[nH]nc2c1C(c1cccc(OC)c1OC)C(C#N)=C(N)O2 (stereo unspecified)	14%
COc1ccc(CCNC(=O)c2cc(-c3ccccc3O)n[nH]2)cc1OC	1%
OC1CNCc2cc3c(cc21)OCCO3 (stereo unspecified)	-5%
Cc1ccc(S(=O)(=O)N(C)CCCC(=O)N2CCOCC2)cc1	7%
CCCn1c(-c2ccc(F)cc2)nc2c(NCCN(C(C)C)C(C)C)nc(C)nc21	15%
CC(C)Cc1cc(C(=O)Nc2ccc3c(c2)OCO3)no1	13%
COC(=O)c1ccc(C(=O)Nc2ccc(N)cc2N)cc1	-2%
COC(=O)c1ccc2c(c1)S(=O)(=O)NC(=NCCCN1CCOCC1)S2	13%
CCCN1CCC(N2CCN(c3ccccc3OC)CC2)CC1	-2%
Cc1ncc(CO)c2cc(S(=O)(=O)c3ccc(F)cc3)c(=O)oc12	13%
N#CC1=C(N)N(c2ccccc2)C2=C(C(=O)CCC2)C1c1cccs1 (stereo unspecified)	-2%
CC(C)C(=O)Nc1ccccc1N1CCN(C(=O)c2ccccc2)CC1	-5%
COc1cc(-c2ccc(NC(=O)CN3CCCCC3)c(OC)c2)ccc1NC(=O)CN1CCCCC1	-5%
COc1ccc(NC(=O)c2cccs2)cc1OC	-6%
COC(=O)C1(CO)NC(c2cccs2)C2C(=O)N(c3ccccc3)C(=O)C21 (stereo unspecified)	-4%
COC(=O)N1CCC[C@@]2(CCN(c3ccncc3)C2)C1	-4%
O=C(CSc1nnc(Cn2nnc3ccccc32)o1)N(Cc1ccc(F)cc1)c1ccccc1	-2%
COc1cccc(-n2nnc3c(=O)n(Cc4ccccc4F)cnc32)c1	-6%
O=C(CCN1C(=O)C2C3C=CC(C3)C2C1=O)Nc1ccccc1F (stereo unspecified)	-5%
Nc1nncn1C(=O)CCCOc1ccc(Cl)cc1Cl	-4%
COCCNc1nc(-n2nc(C)cc2C)nc2sc3c(c12)CCCC3	14%
COc1ccccc1N1CCN(S(=O)(=O)c2ccccc2)CC1	-4%
CCOC(=O)N1CCC(N2CC34C=CC(O3)C(C(=O)Nc3ccc(F)cc3)C4C2=O)CC1 (stereo unspecified)	5%
COc1cc2c(cc1OC)C(C)N(C(=O)CCN1C(=O)C3C4C=CC(C4)C3C1=O)CC2 (stereo unspecified)	-2%
COc1ccccc1C1NC(=O)CS1 (stereo unspecified)	7%
CCC(=O)NCC(c1cccs1)N1CCOCC1 (stereo unspecified)	-1%
COc1ccc(OC)c(S(=O)(=O)N2CCC(C(=O)NCCc3ccc(OC)c(OC)c3)CC2)c1	-3%
O=C(NCCc1nc2ccccc2[nH]1)c1ccco1	-4%
COCCCNC(=O)C1CC(=O)N(CCc2ccc(OC)c(OC)c2)C1 (stereo unspecified)	-3%
O=C1CC(/C=C/c2ccco2)=Nc2ccccc2N1	8%
COCc1nnc(N)s1	5%

Three records picked at random from those above:
SMILES	AmpC det inh
COCc1nnc(N)s1	5%
O=C(NCCc1nc2ccccc2[nH]1)c1ccco1	-4%
COc1cc2c(cc1OC)C(C)N(C(=O)CCN1C(=O)C3C4C=CC(C4)C3C1=O)CC2 (stereo unspecified)	-2%

Screening data: PubChem BioAssay, National Center for Advancing Translational Sciences (NCATS)
